proCasp7 act = activates human procaspase-7, counter-screen for procaspase-3 activators. P55210. recombinant procaspase-7, Ac-DEVD-pNA absorbance 405 nm; D23A/D198A/D206A triple mutant, cannot self-cleave; scale: DMSO 0, 5 µM enzyme 100. activation, % at 8.5 µM. 330,000 tested, 0.093% active. AID 463210;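 active means percent activation above the screen-wide mean plus 3 SD, cut at about 25% in these data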
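Assay system: Uncleavable procaspase-7 mutant enzyme / Input: 2 µM procaspase-7 mutant as dispensed / Dosing: single nominal 8.5 µM compound dose, 0.8% DMSO final / Timing: 1 h enzyme–compound preincubation and 2 h substrate reaction, both 25 °C / Detection: p-Nitroaniline absorbance at 405 nm, read at 0 and 120 min / Replication: singlicate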
PP1 counter = blocks human PP1-alpha phosphatase, a PP5 counter-screen; P62136; purified PP1alpha, OMFP fluorescence; inhibition, % at 6.7 µM; 320,000 tested, 0.9% active; AID 2235;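 active means inhibition above the mean inhibition of all tested compounds plus 3 SD, computed separately for each screening campaign, cut at about 15% in these data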
Target sequence (P62136 whole entry, looked up): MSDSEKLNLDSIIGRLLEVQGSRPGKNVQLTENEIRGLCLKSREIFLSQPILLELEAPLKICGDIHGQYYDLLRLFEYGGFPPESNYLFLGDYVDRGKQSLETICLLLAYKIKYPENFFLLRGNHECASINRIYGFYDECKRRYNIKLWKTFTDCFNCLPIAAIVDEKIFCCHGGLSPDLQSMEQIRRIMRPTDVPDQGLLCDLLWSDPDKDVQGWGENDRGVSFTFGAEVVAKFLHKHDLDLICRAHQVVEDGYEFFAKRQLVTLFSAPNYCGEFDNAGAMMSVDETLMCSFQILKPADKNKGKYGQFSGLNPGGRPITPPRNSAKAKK
Efflux pump mplx = antifungal efflux pump inhibition, Nile Red retention; AID 485275; S. cerevisiae Candida pump triplex; 330,000 tested, 0.44% active; inhibition, % at 10 µM;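 active means plate passing quality check with inhibition over a set limit, or well fluorescence over plate mean plus 4 SD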;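 further: Nile Red retained in pooled yeast measured as flow cytometry median fluorescence; 0% = buffer negative control and 100% = Enniatin B positive control; higher means more Nile Red kept so more efflux inhibition; some compounds called inactive have numbers as strong as hits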
PP5 inh = inhibitors of human protein phosphatase 5 (PP5); purified PP5c, OMFP substrate fluorescence; inhibition, % at 6.7 µM; P53041; 320,000 tested, 0.18% active;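 active means inhibition above the campaign's mean inhibition across all tested compounds plus 3 SD, cut at about 9.5% in these data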;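 further: 0% = DMSO only and 100% = 100 µM cantharidin control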
Fh CTSL1 inh = cathepsin L1 inhibition, PFM18AAP counter-screen | recombinant F. hepatica cathepsin L1, Z-Leu-Arg-MCA fluorescence | inhibition, % at 5.96 µM | 300,000 tested, 0.49% active | AID 1906;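 active means inhibition above the mean of all tested compounds plus 3 SD, set per screening campaign, cut at about 17% in these data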;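 further: 0% = plate median of test compound wells and 100% = 1 µM Z-Phe-Ala-diazomethylketone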
proCasp3 act = activators of human procaspase-3. recombinant procaspase-3 D3A, Ac-DEVD-pNA absorbance 405 nm. activation, % at 8.5 µM. 330,000 tested, 0.11% active;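 active means activation above the mean of all tested compounds plus 3 SD, cut at about 21% in these data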;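 further: 0% = DMSO alone and 100% = DMSO wells spiked with extra 5 µM PC-3 D3A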
Target sequence (P42574 whole entry D9A/D28A/D175A): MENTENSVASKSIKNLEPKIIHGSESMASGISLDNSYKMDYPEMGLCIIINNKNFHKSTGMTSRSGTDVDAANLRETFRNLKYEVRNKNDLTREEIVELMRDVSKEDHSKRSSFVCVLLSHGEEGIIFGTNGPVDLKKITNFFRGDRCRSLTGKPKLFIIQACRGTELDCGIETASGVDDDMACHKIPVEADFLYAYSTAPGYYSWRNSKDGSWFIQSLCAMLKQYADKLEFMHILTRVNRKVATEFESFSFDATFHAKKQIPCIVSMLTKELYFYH
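Assay system – Procaspase-3 D3A mutant, all three cleavage aspartates alanine · Controls – DMSO-only low control, 5 µM PC-3 D3A high control · Schedule – 1 h compound preincubation, 2 h substrate hydrolysis at 25 °C · Signal – 405 nm absorbance of p-nitroaniline, reads at 0 and 120 min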
core dimer inh = blocks dimerization of HCV core protein; 300,000 tested, 0.33% active; TR-FRET GST/Flag-core106 dimerization, 1536-well; inhibition, % at 5 µM; AID 1899;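 active means inhibition above the mean of all tested compounds plus 3 SD, set per screening campaign, cut at about 45% in these data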
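Assay system: GST-tagged and Flag-tagged HCV core protein residues 1-106 / Times: compound-protein-antibody incubation 4 h at 22.5 °C / Signal: time-resolved FRET, ex 340 nm, em 617 and 671 nm / Evaluation: % inhibition based on acceptor/donor emission ratio / Benchmarks: wells lacking GST-core106 and wells with excess unlabelled core106 / Repeats: singlicate, one well per compound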
TPT1 inh = C. albicans TPT1 enzyme inhibition. recombinant caTPT1, FP RNA substrate dephosphorylation. inhibition, % at 5 µM. 300,000 tested, 0.81% active;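 active means inhibition above the mean of all tested compounds plus 3 SD, set per screening campaign, cut at about 24% in these data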;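 further: plate controls were DMSO alone for no effect and ferristatin control at 100 nM for full effect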
JMJD2C inh = inhibitors of human GASC-1 (JMJD2C) demethylase | Q9H3R0 | GST-JMJD2C(1-420) H3K9me3 demethylation, DELFIA europium | inhibition, % at 2.35 µM | 330,000 tested, 0.069% active | AID 2099;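 active means more than half of a compound's replicate wells show inhibition beyond 50%, single wells judged on their own value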;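 further: signal counts dimethyl H3K9 product captured on neutravidin plate; 0% = median of DMSO wells and 100% = 0.3 times that DMSO median; strong numbers were not always called active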
Target sequence (Q9H3R0 1-420 limits assumed): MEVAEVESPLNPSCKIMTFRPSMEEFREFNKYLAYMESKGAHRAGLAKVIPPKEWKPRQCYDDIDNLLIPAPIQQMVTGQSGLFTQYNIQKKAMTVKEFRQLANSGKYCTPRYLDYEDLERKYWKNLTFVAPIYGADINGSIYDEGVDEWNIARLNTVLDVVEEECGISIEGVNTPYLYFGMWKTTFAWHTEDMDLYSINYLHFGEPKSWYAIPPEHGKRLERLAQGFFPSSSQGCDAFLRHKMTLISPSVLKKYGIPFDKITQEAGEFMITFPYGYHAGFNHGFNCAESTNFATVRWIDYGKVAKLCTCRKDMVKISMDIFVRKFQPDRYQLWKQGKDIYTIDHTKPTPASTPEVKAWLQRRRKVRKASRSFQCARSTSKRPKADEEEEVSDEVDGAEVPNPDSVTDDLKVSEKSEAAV
* = called active by the depositor; / = no result given.

SMILES	proCasp7 act	PP1 counter	Efflux pump mplx	PP5 inh	Fh CTSL1 inh	proCasp3 act	core dimer inh	TPT1 inh	JMJD2C inh
COc1ccc(N2C(=O)C(CC(=O)O)S/C2=C\C(C)=O)cc1 (stereo unspecified)	-4	-1	0.0	4.8	-4	-6	-3	-2	8
CN(C)Cc1c(C(=O)N/N=C/c2ccc(-c3ccccc3)cc2)nnn1-c1nonc1N	-6	-3	0.1	-2.3	-4	7	-4	5	-3
O=C(Cc1ccc(S(=O)(=O)N2CCCC2)s1)N1CCN(c2ccc(F)cc2)CC1	6	3	-0.1	1.0	-1	1	4	-3	-4
CN(CCNC(=O)c1cn(C)c2ccc(S(=O)(=O)N3CCCC3)cc2c1=O)CCc1ccccc1	2	0	-0.2	2.2	-2	4	-5	0	-9
CC1(C)CC(=O)c2cc(C(=O)NC3CCSC3=O)c(=O)n(-c3ccccc3)c2C1 (stereo unspecified)	-4	-4	-0.1	-0.3	1	2	-9	-1	36
O=C(Nc1ccnn1C1CCN(C(=O)CCc2ccc(F)cc2)CC1)C1CCOC1 (stereo unspecified)	6	-1	0.2	0.8	-1	0	-2	-2	15
CCn1c(O)c(N=NC(=O)c2ccc(CSc3nncn3C)cc2)c2ccccc21	8	0	0.4	0.7	1	6	-3	0	2
Cc1nnc(SCC(=O)N(C)c2ccccc2)n1Cc1ccccc1	8	-3	0.0	0.0	3	-2	11	1	-1
CC(C)C(=O)NC(Nc1cc(C(F)(F)F)ccc1Cl)C(Cl)(Cl)Cl (stereo unspecified)	4	12	0.1	2.5	14	-6	-7	-2	1
COc1ccc(C(c2sc3nc(C)nn3c2O)N2CCC(C(N)=O)CC2)cc1OC (stereo unspecified)	2	9	-0.1	1.1	-5	-1	0	-3	4
CC1CCN(c2oc(-c3ccc(F)cc3)nc2C#N)CC1	-1	3	-0.1	1.6	-2	4	1	-6	0
CSc1ccccc1NC(=O)COC(=O)c1cnc(C)cn1	-1	/	0.0	/	/	-8	/	/	1
CCN(C(=O)Cc1ccccc1OC)c1nnc(-c2ccncc2)s1	-3	-1	0.2	2.5	-1	9	5	5	1
CCC1CCC(C(=O)NC(CCSC)C(=O)NCCc2ccc(S(N)(=O)=O)cc2)CC1 (stereo unspecified)	-11	-1	0.1	-0.2	3	3	2	-3	1
NC(=O)COC(=O)C1CSC2(c3ccc(F)cc3)CCC(=O)N12 (stereo unspecified)	13	0	-0.1	3.0	-1	10	-2	0	3
CSc1ccccc1NC(=S)N/N=C/c1cccn1Cc1cccc(C)c1	-3	-5	-0.1	-1.0	-4	-1	11	-2	0
COc1ccc(/C=C\C(=O)Oc2cccc(/C=N/NC(=O)Cc3ccc(OC)c(OC)c3)c2)cc1	3	-1	-0.1	2.9	3	7	19	1	8
O=[N+]([O-])c1ccc(N2CCOCC2)cc1SCc1ccco1	-16	1	0.1	0.9	3	-11	3	-1	1
CCC(=O)Nc1cccc(-c2cn3ccccc3n2)c1	-5	-1	-0.2	3.2	-3	3	0	-3	6
CC(C)Oc1ccc(CNC(=O)c2ccc3nc(N4CCOCC4)sc3c2)cc1	7	-1	-0.1	0.8	-1	5	-1	-2	0
CCC(C)(C)n1nnnc1C(C(C)C)N(Cc1ccco1)Cc1cc2cc3c(cc2[nH]c1=O)OCO3 (stereo unspecified)	-30	2	0.1	1.4	7	-10	5	-17	2
O=C(Nc1cc(F)cc(F)c1)c1ccc(NCCc2ccccc2)c([N+](=O)[O-])c1	-7	-1	13*	3.7	-1	5	10	67*	3
COc1ccccc1OCc1nnc(SCC(=O)Nc2ccc(N3CCOCC3)cc2)n1C	4	-3	0.1	0.8	3	2	-3	-2	-36
Cc1ccc(-c2cc(C(=O)Nc3ccc(S(=O)(=O)N4CC(C)OC(C)C4)cc3)[nH]n2)c(O)c1 (stereo unspecified)	3	19*	-0.1	1.6	1	6	3	-1	4
Nc1nc(NC(=O)c2ccc(F)cc2)ns1	0	-3	-0.1	-2.3	-1	-5	10	-1	-6
O=C(OCc1ccc([N+](=O)[O-])cc1)C1CC(=O)N(c2ccccc2)C1 (stereo unspecified)	2	0	-0.1	0.9	-38	5	-4	-5	9
O=C(CC1C(=O)NCCN1Cc1ccc(Cl)c(F)c1)NCCc1cccnc1 (stereo unspecified)	-8	3	-0.1	0.2	-2	5	-2	-11	7
CCN(CC)c1ncnc2sc(C(=O)N3CCN(c4ccccc4)CC3)c(C)c12	13	1	0.0	2.1	0	-4	6	4	-4
Cc1csc(NC(=O)CSc2nc(C)nc3c2c(=O)n(C)c(=O)n3C)n1	1	-1	0.0	1.5	0	-9	8	-1	-10
Cc1cnc(C(=O)OCC(=O)c2ccc(F)c(F)c2)cn1	2	-4	0.0	-2.5	-8	1	0	0	1
COc1ccc2[nH]cc(C=O)c2c1	1	-6	0.0	1.2	2	-1	-1	-6	-7
COc1ccc2sc3ccccc3c(=O)c2c1OC	-3	2	-0.1	-0.4	-1	-9	6	-1	7
COc1ccc(C(=O)C2CCCN(C(=O)C3=CCCC3)C2)c(C)c1 (stereo unspecified)	7	2	0.1	0.9	0	8	0	-1	-4
CCc1cc2c(=O)n(-c3ccccc3)c(SCC(N)=O)nc2s1	-2	-1	0.0	-0.8	5	-4	-5	0	-8
O=C(C1CC1)N1CCc2cc(Br)cc(S(=O)(=O)NCCCN3CCCC3)c21	15	-3	-0.2	0.1	4	2	2	-4	-2
CCc1ccc(NC(=O)CCc2nc3ccccc3[nH]2)cc1	-1	-6	0.0	1.7	4	0	0	1	0
O=C(/C=C/c1cn(-c2ccccc2)nc1-c1ccccc1)Nc1ccc(C(=O)O)cc1	-4	19*	0.3	4.1	8	-5	27	0	-1
Cc1csc(C2=C(O)CN(CCc3ccccc3)C2=N)n1	-6	1	0.0	1.1	6	-2	-24	-2	-12
CCOc1cc(-c2sc(Nc3ccc(CC)cc3)n[n+]2-c2ccccc2)ccc1OC	-19	8	0.1	1.5	0	0	-37	1	0
Cc1ccc(S(=O)(=O)NC(CC(C)C)C(=O)Nc2nccs2)cc1 (stereo unspecified)	1	0	-0.2	1.9	1	2	-6	-3	2

Arranged by length of the SMILES (smallest number first): some entries from above
SMILES	proCasp7 act	PP1 counter	Efflux pump mplx	PP5 inh	Fh CTSL1 inh	proCasp3 act	core dimer inh	TPT1 inh	JMJD2C inh
CCC(=O)Nc1cccc(-c2cn3ccccc3n2)c1	-5	-1	-0.2	3.2	-3	3	0	-3	6
CC1CCN(c2oc(-c3ccc(F)cc3)nc2C#N)CC1	-1	3	-0.1	1.6	-2	4	1	-6	0
O=[N+]([O-])c1ccc(N2CCOCC2)cc1SCc1ccco1	-16	1	0.1	0.9	3	-11	3	-1	1
CSc1ccccc1NC(=S)N/N=C/c1cccn1Cc1cccc(C)c1	-3	-5	-0.1	-1.0	-4	-1	11	-2	0
O=C(CC1C(=O)NCCN1Cc1ccc(Cl)c(F)c1)NCCc1cccnc1 (stereo unspecified)	-8	3	-0.1	0.2	-2	5	-2	-11	7
CC(C)Oc1ccc(CNC(=O)c2ccc3nc(N4CCOCC4)sc3c2)cc1	7	-1	-0.1	0.8	-1	5	-1	-2	0
Cc1csc(NC(=O)CSc2nc(C)nc3c2c(=O)n(C)c(=O)n3C)n1	1	-1	0.0	1.5	0	-9	8	-1	-10
O=C(Nc1ccnn1C1CCN(C(=O)CCc2ccc(F)cc2)CC1)C1CCOC1 (stereo unspecified)	6	-1	0.2	0.8	-1	0	-2	-2	15
O=C(OCc1ccc([N+](=O)[O-])cc1)C1CC(=O)N(c2ccccc2)C1 (stereo unspecified)	2	0	-0.1	0.9	-38	5	-4	-5	9

Further structures
SMILES	proCasp7 act	PP1 counter	Efflux pump mplx	PP5 inh	Fh CTSL1 inh	proCasp3 act	core dimer inh	TPT1 inh	JMJD2C inh
COCC(=O)NC1(c2nnnn2CCOC(=O)Nc2ccc(Cl)cc2)CCCCC1	17	-2	-0.1	-1.1	0	7	2	-4	19
Cc1ccc(/C(N)=N/OC(=O)N2c3ccccc3Sc3ccccc32)cc1	-5	2	0.1	2.1	0	-6	-8	-2	43
COc1ccc(C2=NC(C)(C)Cc3cc(OC)c(OC)cc32)cc1OC	4	1	0.0	-1.3	-3	4	3	-3	2
Cc1ccc(S(=O)(=O)NCCCCCC(=O)Nc2nccs2)cc1	-8	-1	0.1	1.6	2	-4	2	-2	0
Cc1ccnc2nc(C(=O)OCC(=O)NCCc3ccc(Cl)cc3)nn12	9	1	-0.2	1.7	-2	3	-4	-1	6
O=C(Cc1ccccc1)NNC(=O)c1cccs1	0	0	-0.1	0.3	1	6	-7	-3	36
CC(=O)c1c(C)[nH]c(C(=O)OCC(=O)c2ccc3c(c2)NC(=O)CO3)c1C	5	/	-0.1	/	/	2	/	/	2
CS(=O)(=O)N(Cc1ccccc1)c1ccc(C(=O)Nc2ccccc2Sc2ccccc2)cc1	-9	14	-0.2	2.2	2	4	6	-1	0
COc1ccc(C)cc1NC(=O)CSc1nnc(-c2ccc(C)cc2)o1	-5	-2	0.1	-0.6	1	12	-1	0	6
CSCc1c(C(=O)OCC(=O)NC2CCCCC2)oc2ccccc12	0	1	0.1	0.2	/	-1	/	/	-4
C=CCS(=O)(=O)N1CCC(CCOc2ccccc2)(C(=O)OCC)CC1	2	-1	0.0	-0.1	2	-8	0	3	3
CC(C)c1ccccc1NC(=O)COC(=O)c1ccc(Cl)c(S(=O)(=O)N2CCCCCC2)c1	6	2	0.6	0.1	-17	3	1	3	-11
Cc1onc(-c2c(F)cccc2Cl)c1C(=O)Nc1ccc(Cl)c(S(=O)(=O)N(C)C)c1	-8	1	1.1	1.4	/	-12	/	/	1
CC1CCCN(C(=O)COC(=O)c2cc([N+](=O)[O-])ccc2N2CCOCC2)C1 (stereo unspecified)	0	-5	0.0	0.5	-1	-7	-1	1	-2
COc1cccc(NC(=O)CSc2nc(O)c(C)c(=O)n2-c2ccc(C)cc2)c1	-8	-3	0.3	0.0	2	1	9	-2	1
CCOc1ccc(C(=O)CN2CCN(S(=O)(=O)c3ccc(Cl)cc3)CC2)cc1	3	1	0.0	2.2	2	4	9	-2	-4

Bioassay records: PubChem BioAssay, several laboratories
